High-throughput results from PubChem.
P. falciparum M1AAP: P. falciparum M1AAP inhibitors, biochemical, fluorogenic H-Leu-NHMec substrate, 1536-well (AID 1445) | Aminopeptidase N (Plasmodium falciparum (isolate 3D7)) | one-dose inhibition, % at 30 µM; IC50 in µM for titrated hits | recombinant M1AAP, H-Leu-NHMec fluorogenic kinetic assay; higher % means a stronger effect | actives 0.42% (n = 220,000);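 active means primary inhibition above the hit cutoff, then over 50% inhibition at one or more dose response concentrations, cut at about 23% in these data, passing the limit was not always enough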;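 further: plate controls were DMSO full reaction for no effect and no enzyme background for full effect; strong numbers were not always called active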
Autophagy HCS: autophagy modulators in MEF cells, primary screen, imaging, high-content, MEF GFP-LC3 | calls only at 10 µM (by protocol) | actives 0.98% (n = 190,000) | MEF GFP-LC3 puncta imaging; test concentration mostly 10 µM;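 active means percentage of spot-positive cells more than 3 SD above its plate mean, without a fluorescence outlier flag or 80% toxicity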;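 further: spot-positive cell cutoff set from DMSO-treated cells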
MT stabilize HCS: microtubule stabilizers in HeLa cells, primary screen, imaging, high-content imaging. % tubulin-high responders, % at 10 µM. HeLa tubulin immunostaining HCS, 24 h; share of cells brighter than vehicle mean+2SD. actives 0.83% (n = 200,000);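 active means plate Z-score above 3 for both tubulin-high and condensed-nucleus cell shares, with cell loss under 80%, at 10 µM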;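 further: anti alpha tubulin signal scored within the nucleus-defined area of each cell; some results filed as inactive read as strong as hits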
Yfh1-depleted yeast: enhancers of respiration in Yfh1-depleted yeast, dose response, Friedreich's ataxia, plus single-dose screen (AID 1465) | S. cerevisiae Yfh1-off respiration, WST-1 reduction, 72 h; higher fold induction means a stronger effect | fold induction at 50 µM, or EC50 in µM where a hit was titrated | actives 0.074% (n = 220,000);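 active means fold induction of absorbance versus untreated yeast above a set limit, then at least 30% activation at any dose in follow-up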;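 further: activators that raise dye reduction in frataxin-depleted yeast; strong numbers were not always called active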
WT yeast gro inh: growth inhibition of WT strain, primary screen, mitochondrial fusion inhibitor project, WT and mutant strains, chemical genetic. actives 2.1% (n = 190,000). inhibition, % at 10 µM. mitochondrial fusion phenotypic screen. AID 1362, 2008; in the data active means inhibition above about 58%; tested in S. cerevisiae
T cell modulator: modulators of CD8 T cell-vesicle binding, primary screen, mouse 2C CD8+ T cells, flow cytometry; 2C CD8+ T cell-vesicle binding; hits give low values; calls only at 7 µM; actives 0.068% (n = 330,000); AID 2052, 2009;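 active means response, share of CD8 T cells binding vesicles, and their 90th percentile fluorescence all below set limits, cut at about 80% in these data, passing the limit was not always enough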
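Also added: QL9-peptide-loaded Drosophila micro-vesicles bearing Ld, ICAM-1 and B7-1; Test system: purified 2C TCR transgenic mouse naive CD8+ T cells; Measured by: cytometric PE anti-B7-1 and Alexa647 anti-CD8 signals after 1% paraformaldehyde fixation; Timing: binding step 1.5 h, 37 °C, antibody labelling 20 min, ice.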
P. falciparum M17LAP: P. falciparum M17LAP inhibitors, primary screen, biochemical, fluorogenic H-Leu-NHMec substrate, 1536-well (AID 1619) | inhibition, % at 30 µM; hits with a dose series show IC50 in µM | actives 0.38% (n = 220,000) | recombinant M17LAP, H-Leu-NHMec fluorogenic kinetic assay; higher % means a stronger effect;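 active means compound inhibiting the enzyme by more than half at any dose during confirmatory dose-response retesting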;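 further: plate controls were full reaction with DMSO carrier for no effect and no enzyme background for full effect; strong numbers were not always called active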
b-catenin transl: modulators of beta-catenin nuclear translocation, primary screen, imaging, HeLa cells, immunofluorescence, high-content; nuclear translocation activity, % at 5 µM; actives 0.3% (n = 190,000); AID 1665, 2009;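 active means nuclear translocation activity above 50% at 5 µM, with a well cell count of 50 or more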;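 further: per-cell ratio of nuclear to cytoplasmic median beta-catenin stain intensity; plate controls were DMSO negative control for no effect and GSK-3 inhibitor IX positive control for full effect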
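Test system: human HeLa cells, native beta-catenin. Compound dosing: 5 µM primary single dose, 0.1% DMSO, 0.02–20 µM confirmation series. Incubation: compound exposure 24 h at 37°C. Detection: beta-catenin immunostaining with DAPI counterstain, 20x imaging, 6 fields/well. Read-out basis: Nuclear/cytoplasmic beta-catenin signal ratio, % activation.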
Dynein transport: inhibitors of GR-EGFP nuclear translocation, primary screen, dynein cargo transport inhibitor project, imaging, high-content, 3617.4 mouse cells. test concentration mostly 20 µM; stimulated with dexamethasone, 1 µM; hits give low values. actives 0.47% (n = 220,000). z-score, hits read low. AID 1381, 2008;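 active means plate z-score of nuclear minus cytoplasmic receptor signal below a set negative limit, without overly bright fluorescence or cell loss, cut at about -3.5 in these data, passing the limit was not always enough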;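 further: z-score of nuclear minus cytoplasmic ring GR-EGFP intensity difference per well; some compounds called inactive have numbers as strong as hits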
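medium = tetracycline-free induction medium containing charcoal-stripped FBS | probe or stimulus = dexamethasone, 1.0 µM final | timing = 48 h induction, then 1 h compound, then 30 min agonist, 37 °C | detection = automated 10x imaging of fixed Hoechst-stained cells | read-out basis = nuclear versus cytoplasmic GR-EGFP signal, averaged per well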
WT yeast gro inh mutant strain: further read-out of WT yeast gro inh, marked with its call; inhibition, %; mitochondrial fusion phenotypic screen, mutant strain inhibition
Dynein transport cytoplasmic EGFP: also measured in Dynein transport; calls as there; z-score; measured here: cytoplasmic GR-EGFP intensity; hits give high values
Dynein transport nuclear GR-EGFP: also measured in Dynein transport; calls as there; z-score; measured here: nuclear GR-EGFP intensity;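 lower value marks the stronger effect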
Dynein transport cell count: further read-out of Dynein transport, marked with its call; z-score; measured here: cell count per field
b-catenin transl cell count 5 µM: also measured in b-catenin transl; calls as there; cell count; measured here: cell count, cytotoxicity flag
T cell modulator vesicle-bound %: also measured in T cell modulator; calls as there; double positive events, %; measured here: CD8+ vesicle-bound cell fraction;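 binding gate set so that unloaded-vesicle control wells show 10% double positive cells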
MT stabilize HCS Hoechst-high %: second read-out of MT stabilize HCS, no call of its own (marks repeat the call); % Hoechst-high responders; measured here: nuclear condensation Hoechst responders;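 share of cells brighter than vehicle mean plus two SD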
MT stabilize HCS cytotoxicity %: further read-out of MT stabilize HCS, marked with its call; toxicity, %; measured here: cytotoxicity by cell density;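 0% = mean cell density of plate MIN control wells and 100% = no cells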
Autophagy HCS cell loss 18 h: also measured in Autophagy HCS; calls as there; toxicity, %; measured here: cell loss, nuclei count;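 cell loss after 18 h compound exposure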
* = called active by the depositor; i = inactive; · = no result given.

SMILES	P. falciparum M1AAP	Autophagy HCS	Autophagy HCS cell loss 18 h	MT stabilize HCS	MT stabilize HCS Hoechst-high %	MT stabilize HCS cytotoxicity %	Yfh1-depleted yeast	WT yeast gro inh	WT yeast gro inh mutant strain	T cell modulator	T cell modulator vesicle-bound %	P. falciparum M17LAP	b-catenin transl	b-catenin transl cell count 5 µM	Dynein transport	Dynein transport cytoplasmic EGFP	Dynein transport nuclear GR-EGFP	Dynein transport cell count
CCCCn1c(SCC(=O)Nc2nnc(C(C)C)s2)nc2c1c(=O)n(C)c(=O)n2C	3%	i	12	1.7	1.8	9.8	i	18	14	i	52	9%	-6.2	1145	-0.88	-0.24	-0.42	2.3
Cc1ccc(-n2c(SCn3nnc4ccccc4c3=O)nnc2-c2cccnc2)c(C)c1	-10%	i	28	2.7	3.7	4.1	i	4	8	i	23	2%	-5.2	968	-0.29	0.29	0.74	0.45
COc1ccc(OC)c2sc(NC(=O)c3ccc(S(=O)(=O)N(C)C)cc3)nc12	24%*	i	5	1.5	3.2	7.5	i	19	12	i	19	-7%	-6.5	1134	2.4	0.063	2	-1.5
CC1C(=O)C(C)C(c2ccc([N+](=O)[O-])cc2)NC1c1ccc([N+](=O)[O-])cc1 (stereo unspecified)	7%	i	34	·	·	·	i	20	4	i	27	4%	0.8	1586	1	-0.2	0.85	0.19
CCOC(=O)Cc1csc(NC(=O)c2sc3nc4c(C)cc(C)cc4cc3c2N)n1	10%	i	14	4.1	1.0	5.7	i	-9	0	i	40	-4%	0.5	1059	-3.2	8	-0.0095	-0.098
O=C(NCCN1CCCCC1)c1ccco1	-1%	i	3	4.8	2.8	6.1	i	-3	-5	i	38	25%	0.1	976	0.28	-0.21	0.083	-0.46
O=C(CSc1nnc(CNc2ccccc2)o1)c1ccc2c(c1)OCCO2	6%	i	37	1.0	1.6	7.7	i	12	-1	i	25	10%	-3.5	1152	-0.049	-0.2	0.25	-0.58
COc1ccc(/C=N\NC(=O)c2cccc([N+](=O)[O-])c2)cc1Cn1cc([N+](=O)[O-])cn1	-2%	i	-4	5.2	1.5	1.4	i	10	13	i	56	26%	0.6	1068	2.7	-0.09	1.5	-1.7
CC1CCN(S(=O)(=O)c2ccc(C(=O)NCc3ccco3)cc2)CC1	7%	i	-6	4.8	2.8	7.1	i	-12	-6	i	68	12%	1.5	1049	-0.1	-0.35	0.31	0.21
CC(=O)c1ccc(NC(=O)CSC(=S)N2CCCC2)cc1	0%	i	15	1.4	1.1	0.1	i	4	10	i	46	1%	0.8	1492	-0.49	-0.17	-0.088	0.86
NC(=O)C1CCN(C(=O)CC2(CC(=O)O)CCCCC2)CC1	-4%	i	-28	4.3	1.7	5.8	i	1	3	i	46	-1%	-0.1	1072	-0.072	-0.23	0.089	0.1
C[C@@H]1CC[C@H](O)/C=C/C(=O)O[C@H](C)CC[C@H](O)/C=C/C(=O)O1	6%	·	·	·	·	·	i	·	·	i	38	9%	-1.0	1180	-0.46	-0.62	0.13	-0.2
CCn1ncc(CNC(=O)CCSc2nc(-c3ccco3)cc(C(F)(F)F)n2)c1C	0%	i	-9	3.1	1.5	5.0	i	-13	-4	i	35	29%	1.2	1155	0.32	-0.27	-0.012	0.69
CSc1nc(Sc2ccccc2Cl)c2ccccc2n1	12%	i	2	2.2	0.9	4.1	i	68*	18*	i	15	-3%	0.7	1089	3.2	-0.11	0.85	-3
O=C1c2c(O)cc(O)cc2O[C@H](c2ccc(O)c(O)c2)[C@H]1O	-3%	·	·	·	·	·	i	-7	5	i	37	-7%	·	·	·	·	·	·

Reformatted: four of the compounds above.
mol,P. falciparum M1AAP,Autophagy HCS,Autophagy HCS cell loss 18 h,MT stabilize HCS,MT stabilize HCS Hoechst-high %,MT stabilize HCS cytotoxicity %,Yfh1-depleted yeast,WT yeast gro inh,WT yeast gro inh mutant strain,T cell modulator,T cell modulator vesicle-bound %,P. falciparum M17LAP,b-catenin transl,b-catenin transl cell count 5 µM,Dynein transport,Dynein transport cytoplasmic EGFP,Dynein transport nuclear GR-EGFP,Dynein transport cell count
CCCCn1c(SCC(=O)Nc2nnc(C(C)C)s2)nc2c1c(=O)n(C)c(=O)n2C,3%,i,12,1.7,1.8,9.8,i,18,14,i,52,9%,-6.2,1145,-0.88,-0.24,-0.42,2.3
O=C1c2c(O)cc(O)cc2O[C@H](c2ccc(O)c(O)c2)[C@H]1O,-3%,·,·,·,·,·,i,-7,5,i,37,-7%,·,·,·,·,·,·
CC1CCN(S(=O)(=O)c2ccc(C(=O)NCc3ccco3)cc2)CC1,7%,i,-6,4.8,2.8,7.1,i,-12,-6,i,68,12%,1.5,1049,-0.1,-0.35,0.31,0.21
C[C@@H]1CC[C@H](O)/C=C/C(=O)O[C@H](C)CC[C@H](O)/C=C/C(=O)O1,6%,·,·,·,·,·,i,·,·,i,38,9%,-1.0,1180,-0.46,-0.62,0.13,-0.2

Next entries.
SMILES	P. falciparum M1AAP	Autophagy HCS	Autophagy HCS cell loss 18 h	MT stabilize HCS	MT stabilize HCS Hoechst-high %	MT stabilize HCS cytotoxicity %	Yfh1-depleted yeast	WT yeast gro inh	WT yeast gro inh mutant strain	T cell modulator	T cell modulator vesicle-bound %	P. falciparum M17LAP	b-catenin transl	b-catenin transl cell count 5 µM	Dynein transport	Dynein transport cytoplasmic EGFP	Dynein transport nuclear GR-EGFP	Dynein transport cell count
O=C(Oc1ccccc1)c1ccc(COC(=O)c2cnccn2)cc1	10%	i	16	3.2	2.1	5.5	·	8	16	i	33	-5%	0.4	1046	0.81	-0.23	0.54	0.45
CC1CC2=C(C(=O)O1)C(c1ccc(Cl)cc1)Nc1ccccc1N2 (stereo unspecified)	3%	i	11	3.4	1.8	2.8	i	4	11	i	55	21%	-4.2	577	0.72	-0.28	0.62	0.089
N#Cc1c2c(c(=S)n(-c3ccccc3)c1N)CCCC2	11%	i	1	2.7	2.0	6.8	i	-7	-4	i	28	28%	0.3	1057	-1.2	-0.21	-0.66	1.7
Cc1cc(=O)oc(C)c1C(=O)Nc1cccc2nonc12	4%	i	2	5.2	2.0	7.2	i	12	24	i	44	8%	-3.2	941	1.1	-0.19	-0.13	-1.6
Cc1ccc(C(=O)CSc2nnc(-c3ccccc3N)n2C)cc1	5%	i	0	2.1	1.1	0.4	i	-10	-16	i	49	12%	-1.3	1433	-0.86	-0.2	-0.33	1.2
COCc1cc(N2CCOCC2)nc(SCc2ccc(Cl)cc2)n1	10%	i	7	3.3	3.2	4.4	i	25	1	i	45	12%	-0.9	1063	-0.14	-0.35	-0.027	0.63
COc1cc(Nc2ccccc2Cl)c([N+](=O)[O-])nc1[N+](=O)[O-]	9%	i	11	1.4	0.5	14	i	0	23	i	16	-3%	·	·	2	-0.19	0.91	-1.3
Cc1nn(Cc2ccccc2)c(C)c1NC(=O)CSc1nc(C2CC2)nc2c1cnn2-c1ccccc1	-1%	i	19	2.7	2.1	9.6	i	0	-3	i	50	-7%	-0.5	1098	0.019	-0.091	0.54	0.8
COc1ccccc1N1CCN(S(=O)(=O)c2cccc3nsnc23)CC1	-3%	i	0	3.5	1.9	8.0	i	20	12	i	50	-3%	-0.7	1059	2.5	-0.19	1.7	-1.9
Cc1cc(C)cc(N=c2c([N+](=O)[O-])nn(-c3ccc(Cl)cc3)n2O)c1	2%	i	14	3.4	2.0	2.4	i	36	31	i	31	4%	-1.6	1109	0.33	-0.26	0.055	0.38
CCOc1ccc(S(=O)(=O)Nc2cccc(N(C)S(C)(=O)=O)c2)cc1	1%	i	1	1.9	2.0	5.8	i	-4	-1	i	34	4%	-3.0	1025	-0.69	-0.41	-0.15	0.66
O=C(Nc1ccc(Br)cc1)c1cnccn1	9%	i	-53	5.7	2.8	5.6	i	7	7	i	31	4%	1.3	1121	0.32	-0.25	0.42	-1.4
Cn1ccnc1SCC(=O)Nc1ccc(Cl)cn1	-9%	i	-6	3.3	1.5	10	i	-1	-8	i	58	4%	-1.5	944	1.2	-0.19	0.94	-0.75
COc1ccc(N2CCN(Cc3nc4cc(Cl)ccc4c(=O)[nH]3)CC2)cc1	4%	i	2	6.4	1.8	11	i	-10	10	i	42	-1%	-3.9	1116	0.42	-0.26	0.7	-0.28
CCOc1ccc(Br)cc1CNCCN1CCOCC1	-5%	i	9	0.6	3.0	2.6	i	-18	-24	i	53	-6%	-3.5	588	-0.5	-0.31	-0.65	0.28
CC(=O)Nc1nc(CC(C)C)cc(-c2ccco2)c1C#N	4%	i	-9	3.9	1.8	1.6	i	42	41	i	55	-18%	-1.9	1174	1.7	-0.2	1.5	-1.3
O=C(NCC(c1ccc(F)cc1)N1CCOCC1)c1cc(F)c(F)c(F)c1F (stereo unspecified)	-1%	i	23	7.0	1.6	6.7	i	-9	4	i	56	-1%	0.0	1102	0.19	-0.31	0.31	0.23
CCOC(=O)c1cc([N+](=O)[O-])sc1N	6%	i	-15	2.6	2.6	12	i	8	-3	i	50	-5%	-1.0	1114	-0.83	-0.32	-0.32	0.59
